Source: PubChem BioAssay
HTRA1 inhibitor: HTRA1 serine protease inhibitors, primary screen, biochemical, fluorescence polarization, HTS; recombinant HTRA1, FP-rhodamine activity-based probe; inhibition, % at 5.96 µM; actives 0.5% (n = 340,000); AID 504803, 2011; in the data active = inhibition above about 36%;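 also: 0% = enzyme with DMSO and 100% = wells lacking enzyme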
Target sequence (Q92743 whole entry, looked up): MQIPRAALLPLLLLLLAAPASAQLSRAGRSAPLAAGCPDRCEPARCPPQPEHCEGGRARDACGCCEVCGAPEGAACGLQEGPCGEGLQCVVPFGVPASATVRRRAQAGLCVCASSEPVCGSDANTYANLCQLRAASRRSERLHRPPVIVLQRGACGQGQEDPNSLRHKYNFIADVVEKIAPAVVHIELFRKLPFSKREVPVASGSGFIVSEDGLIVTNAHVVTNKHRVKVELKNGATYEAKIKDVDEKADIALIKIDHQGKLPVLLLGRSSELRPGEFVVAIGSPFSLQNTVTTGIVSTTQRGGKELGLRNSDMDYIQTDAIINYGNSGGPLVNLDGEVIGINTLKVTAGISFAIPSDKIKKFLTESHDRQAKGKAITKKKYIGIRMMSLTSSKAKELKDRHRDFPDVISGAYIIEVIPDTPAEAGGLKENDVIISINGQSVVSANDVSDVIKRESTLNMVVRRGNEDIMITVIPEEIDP
TDP2 absorb: human TDP2 enzyme inhibitors, primary screen, biochemical, epi absorbance, recombinant enzyme; Tyrosyl-DNA phosphodiesterase 2 (Homo sapiens), O95551; T5PNP hydrolysis, p-nitrophenol absorbance 415 nm; inhibition, % at 12.8 µM; actives 0.34% (n = 370,000); AID 720702, 2013;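 active = inhibition above the mean of all tested compounds plus 3 SD, set per campaign, cut at about 25% in these data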;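 also: 0% = DMSO with enzyme and 100% = buffer with substrate but no TDP2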
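System: recombinant human TDP2 / Amount: 120 nM TDP2 per well / Also added: 5 mM T5PNP chromogenic substrate / Doses: 12.8 µM single point, 1% DMSO / Incubation: 2 h at 37 °C / Detection: p-Nitrophenol epi absorbance / Evaluation: % inhibition relative to enzyme-containing and enzyme-free wells / Repeats: singlicate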
PG9 binder: binders of HIV-1 gp120 antibody PG9, primary screen, biochemical, TR-FRET. inhibition, % at 6.7 µM. AID 624416, 2012. TR-FRET gp120-PG9 antibody binding. actives 0.43% (n = 360,000). HIV-1 gp120 / PG9 antibody interaction; in the data active = inhibition above about 8.5%
UHRF1 binding: UHRF1 methylated DNA binding inhibitors, primary screen, counter-screen for MBD2 inhibitor project, biochemical, TR-FRET, human UHRF1, single concentration; E3 ubiquitin-protein ligase UHRF1 (Homo sapiens), Q96T88; actives 0.75% (n = 370,000); UHRF1 binding to methylated oligo; AID 687016, 2013; inhibition, % at 4.4 µM; in the data active = inhibition above about 21%;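 also: UHRF1 SRA domain binding a hemimethylated CpG hairpin DNA probe; 0% = median of test compound wells and 100% = reference inhibitor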
mABHD4 FP: ABHD4 inhibitors, primary screen, biochemical, fluorescence polarization, mouse; purified mABHD4, FP-Rh probe fluorescence polarization; (Lyso)-N-acylphosphatidylethanolamine lipase (Mus musculus), Q8VD66; actives 0.54% (n = 370,000); inhibition, % at 8.92 µM;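 active = inhibition exceeding the mean over every tested compound plus 3 SD, cut at about 30% in these data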;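 also: 0% = plate median of compound wells and 100% = S159A mutant with DMSO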
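Doses – 8.92 µM, single dose · Material – wild-type mouse ABHD4 protein · Replication – single well per compound (singlicate) · Measure – percent inhibition of probe binding, normalized to plate controls · Schedule – 45 min compound pre-incubation plus 60 min probe step, 25 °C · Detection – fluorescence polarization with parallel and perpendicular emission, 525/598 nm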
PRMT1 inh: PRMT1 methyltransferase inhibitors, primary screen, biochemical, fluorescence polarization; Protein arginine N-methyltransferase 1 (Homo sapiens), Q99873; recombinant PRMT1, activity-based probe fluorescence polarization; inhibition, % at 2.79 µM; actives 1.3% (n = 370,000);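 active = inhibition above about 21% made by adding two undisclosed values, limit read from the data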
LEDGF integ inh: blockers of LEDGF/p75-dependent integrase strand transfer – biochemical, TR-FRET, high throughput, primary screen. inhibition, % at 3.7 µM. HIV-1 integrase (with human LEDGF/p75). TR-FRET IN-LEDGF/p75 DNA integration, Eu/Cy5. actives 0.64% (n = 370,000). AID 743269, 2014;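 active = inhibition above the screen-wide mean plus 3 SD, cut at about 13% in these data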;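 also: signal is the Cy5 over europium emission ratio at 671 and 618 nm; 0% = plate median of compound wells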
SIAE inh: human SIAE inhibitors, primary screen, biochemical, fluorescence polarization, FP-Rh probe, 1536-well HTS; actives 0.69% (n = 370,000); Sialate O-acetylesterase (Homo sapiens), Q9HAT2; inhibition, % at 9.66 µM; SIAE FP-Rh probe binding;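 active = inhibition above a cutoff: mean of compounds within the control limits plus 3 SD of those, cut at about 17% in these data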;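 also: 0% = plate median of compound wells and 100% = probe without SIAE protein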
Target sequence (Q9HAT2 whole entry, looked up): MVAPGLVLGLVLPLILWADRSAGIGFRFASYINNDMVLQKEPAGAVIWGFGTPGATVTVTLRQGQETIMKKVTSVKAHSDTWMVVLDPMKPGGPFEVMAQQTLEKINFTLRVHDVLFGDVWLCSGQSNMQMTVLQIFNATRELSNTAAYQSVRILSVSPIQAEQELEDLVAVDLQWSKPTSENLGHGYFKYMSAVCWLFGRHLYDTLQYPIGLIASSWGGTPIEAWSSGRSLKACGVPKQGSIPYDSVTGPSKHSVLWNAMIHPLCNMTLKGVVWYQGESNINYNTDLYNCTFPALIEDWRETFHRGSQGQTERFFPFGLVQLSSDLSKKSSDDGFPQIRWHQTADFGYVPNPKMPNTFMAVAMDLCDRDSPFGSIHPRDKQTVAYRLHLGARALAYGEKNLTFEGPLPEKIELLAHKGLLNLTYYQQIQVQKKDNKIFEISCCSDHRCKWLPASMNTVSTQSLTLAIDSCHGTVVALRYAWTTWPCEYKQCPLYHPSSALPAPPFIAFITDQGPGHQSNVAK
DDE Tn7 FP inh: inhibitors of Tn7 peptide binding to fibrin DD(E), primary screen, biochemical, fluorescence polarization, human fibrin, Tn7 probe | actives 0.13% (n = 370,000) | inhibition, % at 8.3 µM | AID 720508, 2013 | FP displacement of FITC-Tn7 peptide from fibrin DD(E); 0% = median of compound wells per plate;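 active = inhibition above the mean of compounds falling within the control limits plus 3 SD of them, cut at about 14% in these data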;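 also: 0% = plate median of compound wells and 100% = 10 µM Aha-Tn7 peptide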
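Test system – human fibrin DD(E) · Times – 10 min preincubation, 3 h with tracer, room temperature · Detection – fluorescence polarization of the labelled Tn7 tracer · Measure – percent inhibition normalized to high-control wells · Benchmarks – high control wells with 10 µM unlabelled Aha-Tn7 peptide (full inhibition) · Repeats – singlicate testing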
TCR CD3 inh: inhibitors of human TCR-CD3 interaction, primary screen, biochemical, fluorescence, TAMRA-labeled TCR probe; T-cell receptor (TCR); inhibition, % at 9.4 µM; actives 0.37% (n = 360,000); AID 651800, 2012; in the data active = inhibition above about 19%;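 also: recombinant mutant TCR 2C K166C tagged with TAMRA read by polarization; 0% = receptor in buffer alone and 100% = receptor with positive control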
The depositor's hits bear a star; · = not tested or not shown.

entry	Compound	HTRA1 inhibitor	TDP2 absorb	PG9 binder	UHRF1 binding	mABHD4 FP	PRMT1 inh	LEDGF integ inh	SIAE inh	DDE Tn7 FP inh	TCR CD3 inh
1	COc1ccc(S(=O)(=O)N2CCOC2CNC(=O)C(=O)NCc2ccncc2)cc1C (configuration not stated)	-0.7	-10.0	-2.3	-1.6	6.4	-0.7	0.7	-4.6	1.9	-2.5
2	O=C(OCc1ccccc1)N1CCC2CC1c1cc(-c3ccc4c(c3)OCO4)ccc12 (configuration not stated)	-21.3	-5.6	0.2	-0.2	-3.5	-1.2	7.0	-0.8	-2.4	7.5
3	CCOc1ccc(NC(=O)C2CCC(C)(C(=O)O)C2(C)C)cc1 (configuration not stated)	-3.4	-7.8	-0.2	0.0	0.8	1.6	0.2	-2.0	-9.0	-2.0
4	CCCCn1nc2cc(C(=O)NCCCCc3ccccc3)ccc2c1OCC	-18.6	-2.5	-0.2	-3.9	2.6	-1.1	-0.8	-4.9	10.8	3.2
5	Cc1nc(N)sc1-c1csc(Nc2ncccn2)n1	15.7	1.5	-9.9	-1.1	10.9	0.9	0.7	6.9	-6.7	19.6*
6	Cc1onc(-c2c(Cl)cccc2Cl)c1/C(N)=N/OC(=O)C1CC1	0.5	-2.4	-0.4	0.8	-3.5	-0.3	3.1	1.2	-7.4	1.9
7	COc1ccc(F)cc1-c1cc(C(=O)N2CCc3ccccc3C2)[nH]n1	·	-22.4	3.9	6.9	-10.5	0.6	8.5	-6.5	-6.4	-5.5
8	Cc1c(C#N)c2ccccc2n1CC(=O)NCc1ccccc1	-3.9	-2.5	-1.4	-1.0	1.3	-0.6	1.3	-3.1	2.0	3.0
9	Nc1ccc2c(c1)C/C(=C/c1ccco1)C2=O	6.6	0.8	-2.5	68.6*	17.2	39.3*	49.2*	22.8*	0.4	22.4*
10	O=c1oc2cc(OCc3ccc(F)cc3F)ccc2cc1-c1ccccn1	4.3	4.3	-1.7	-1.4	-3.5	-2.4	-3.1	1.0	-5.1	5.6
11	C/C(=N/NS(=O)(=O)c1ccc(Br)cc1)c1cccc(NC(=O)C2CC2)c1	-4.1	-5.7	1.4	1.3	-0.2	-0.4	-0.6	7.7	0.6	-1.5
12	Cc1ccsc1C(C(=O)NC(C)(C)C)N(Cc1ccco1)C(=O)c1csnn1 (configuration not stated)	-0.2	2.8	-2.1	3.6	-3.8	2.4	-0.2	-2.5	5.5	-4.2
13	Cc1cc(C)cc(C(=O)Nc2ccncc2)c1	-23.0	-3.3	-3.3	0.3	-2.1	-0.3	-2.3	-7.5	4.8	1.6
14	Cc1cc(=O)oc2cc(NC(=O)c3ccccc3OC(F)F)ccc12	-11.0	3.7	-0.6	1.5	-1.6	-4.4	1.5	-0.3	-5.8	7.5
15	COc1ccc(S(=O)(=O)N2CCC(C(=O)N3CCCCCC3)CC2)cc1	0.6	3.9	-0.3	1.3	0.0	-1.9	3.8	6.5	-0.2	4.3

Other compounds.
entry	Compound	HTRA1 inhibitor	TDP2 absorb	PG9 binder	UHRF1 binding	mABHD4 FP	PRMT1 inh	LEDGF integ inh	SIAE inh	DDE Tn7 FP inh	TCR CD3 inh
16	Cc1cc(CN(C)Cc2c(C(=O)N3CCCCCCC3)nc3ccc(Cl)cn23)n[nH]1	2.1	2.5	-0.2	0.8	5.6	2.4	0.9	-0.8	2.3	-5.1
17	CC1CCN(CC(=O)Nc2ccc(S(=O)(=O)N3CCC(C)CC3)cc2)CC1	-0.7	7.0	1.7	-0.8	8.1	3.4	-0.4	3.4	-2.2	5.8
18	O=C(Nc1nnc(-c2ccccc2Cl)o1)c1ccco1	12.0	14.7	-2.4	1.8	-5.9	-1.3	-2.1	-2.0	-5.4	2.5
19	COc1ccc(-c2cc(C(=O)N3CCCC(C(F)(F)F)C3)c3ccccc3n2)cc1OC (configuration not stated)	-19.1	-12.1	0.2	0.7	-6.7	3.7	-5.9	-8.8	-3.2	-6.8
20	O=C(C1CCCCC1)N1CCC(CO)(Cc2ccccc2Cl)CC1	1.1	3.0	-2.3	5.4	4.5	3.2	-3.3	-0.5	1.0	-1.4
21	COc1ccc(NS(=O)(=O)c2csc(C(=O)N3CCCC3)c2)c(OC)c1	4.2	-5.0	-1.9	0.7	-1.9	-0.4	-2.2	0.8	0.1	4.4
22	COc1ccccc1Oc1ccc(Oc2ccccc2OC)cc1	-12.7	0.1	-1.3	-1.0	-5.6	-3.2	0.2	-5.0	-1.7	1.7
23	CCOc1ccc(S(=O)(=O)N2CCCCC2)cc1NC(=O)Cc1ccsc1	-9.9	3.6	-0.9	0.6	1.0	-2.2	6.3	4.8	-3.2	0.0
24	O=C(Nc1ccccc1)c1nc[nH]c1C(=O)NCCCCNC(=O)c1[nH]cnc1C(=O)Nc1ccccc1	-11.6	10.1	-1.0	-2.6	-0.6	-0.9	-0.7	-0.9	-1.5	0.9
25	COc1ccc(NC(=O)COc2ccc(C(=O)OCC(=O)N(C(C)C)C(C)C)cc2OC)cc1	-22.1	1.0	0.0	0.0	-0.2	-0.7	-0.2	3.5	-0.1	4.0
26	COc1ccc(/C=C2\SC(=O)N(CC(=O)Nc3ccc(F)cc3)C2=O)cc1O	-31.9	0.7	-1.6	-1.1	7.3	4.8	-4.6	-1.9	-5.4	2.1
27	O=C(O)CN1C(=O)C2C3CCC(C3)C2C1=O (configuration not stated)	1.2	-14.3	-1.8	1.9	0.8	-3.0	4.6	-4.9	-7.5	-9.9
28	C[C@H]1CN([C@@H](C)CO)C(=O)Cc2cc(NC(=O)CCC(F)(F)F)ccc2O[C@H]1CN(C)S(=O)(=O)c1ccc(F)cc1	-2.2	-6.7	0.0	0.5	-1.6	-2.3	2.1	-2.8	-7.2	-3.4
29	COc1cc(OC)cc(C(=O)NCC2CCCN(Cc3ccc(SC)cc3)C2)c1 (configuration not stated)	2.6	-6.9	1.9	3.4	-8.7	2.9	1.3	-0.1	2.2	-3.1
30	Cc1ccc(C(=O)Nc2ccc3c(c2)C(=O)N(CC2CCCO2)C3=O)cc1 (configuration not stated)	12.8	17.6	0.8	-0.1	-0.3	-1.3	10.5	-6.6	-4.9	2.0

Further entries.
entry	Compound	HTRA1 inhibitor	TDP2 absorb	PG9 binder	UHRF1 binding	mABHD4 FP	PRMT1 inh	LEDGF integ inh	SIAE inh	DDE Tn7 FP inh	TCR CD3 inh
31	N#Cc1c(Oc2ccc3ccccc3c2)sc(C(=O)c2ccccc2)c1N	-3.2	9.2	-0.7	1.7	4.1	1.0	0.2	0.8	-8.8	9.2
32	CC(C)(C)c1ccc(OCC(=O)O/N=C(\N)c2ccncc2)cc1	-10.2	-3.1	-0.2	2.5	-0.1	3.0	-1.7	-4.5	1.3	-3.7
33	COc1ccc(NC(=S)NCc2cccs2)c(OC)c1	5.9	0.7	-0.5	-1.3	-8.3	-2.9	4.2	2.7	-0.3	7.2
34	CC(C)CCNC(=O)CN(C(=O)Cn1nnc(-c2ccccc2F)n1)c1cccc2c1CCCC2	-39.4	6.8	0.9	1.2	-14.2	3.2	-3.7	-10.2	5.3	-9.6
35	CCOC(=O)c1c(S(=O)(=O)NCC(=O)Nc2cccc(C)c2C)c(C)n(C)c1C	2.6	12.8	-0.6	2.3	-1.9	-2.3	-0.6	14.4	-4.5	9.7
36	Cc1cccc(NC(=O)COC(=O)c2cc3ccccc3oc2=O)c1	-1.3	11.1	-0.4	3.9	2.5	-4.2	3.7	-1.4	-3.8	-4.6
37	Cc1ccc(C)c(N2CCN(S(=O)(=O)c3c(C(=O)N4CCCCC4)c(C)n(C)c3C)CC2)c1	-4.6	5.2	1.3	-2.7	3.8	3.2	-1.6	-3.3	9.4	9.4
38	CCOc1cc(C(=O)OCC(=O)N(C)c2ccccc2)cc(OCC)c1OCC	4.3	-8.0	0.5	-1.1	-1.3	-0.4	1.1	2.8	-1.6	-3.9
39	Cc1cc(=O)n2nc(N3CCCC(C(=O)NCc4ccccc4C)C3)sc2n1 (configuration not stated)	-1.1	1.4	-1.1	-1.9	9.7	-0.2	-2.4	3.7	-6.8	-3.1
40	CC(=O)C1=CCC(c2ccccc2F)N(S(=O)(=O)c2ccc(C)cc2)C1 (configuration not stated)	·	4.3	-1.2	-0.4	-2.9	-0.9	1.2	-3.0	-11.5	0.4

Random excerpt: two records from the list.
entry	Compound	HTRA1 inhibitor	TDP2 absorb	PG9 binder	UHRF1 binding	mABHD4 FP	PRMT1 inh	LEDGF integ inh	SIAE inh	DDE Tn7 FP inh	TCR CD3 inh
34	CC(C)CCNC(=O)CN(C(=O)Cn1nnc(-c2ccccc2F)n1)c1cccc2c1CCCC2	-39.4	6.8	0.9	1.2	-14.2	3.2	-3.7	-10.2	5.3	-9.6
33	COc1ccc(NC(=S)NCc2cccs2)c(OC)c1	5.9	0.7	-0.5	-1.3	-8.3	-2.9	4.2	2.7	-0.3	7.2

Values in list order from above.
Compounds 32 to 40 in mABHD4 FP, in turn: -0.1, -8.3, -14.2, -1.9, 2.5, 3.8, -1.3, 9.7, -2.9
Compounds 32 to 40 in PG9 binder, in turn: -0.2, -0.5, 0.9, -0.6, -0.4, 1.3, 0.5, -1.1, -1.2
